NOD1 NF-kB reporter = NOD1 signaling inhibitors, primary screen, cell-based, luminescence, uHTS (AID 1578); NOD1-driven NF-kB luciferase reporter cells, luminescence; higher % means a stronger effect; one-dose inhibition, % at 4 µM; EC50 in µM for titrated hits; 290,000 compounds, 1% hits; in the data active means inhibition mostly above about 36%, no sharp cut-off; inactive means mostly below about 34%;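 further: HEK-293T reporter cells stimulated with the NOD1 agonist gamma-tri-DAP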
NTR1 agonist = agonists of NTR1, primary screen, imaging, U2OS cells, beta-arrestin-GFP, high content (AID 493036). Neurotensin receptor type 1 (Homo sapiens), P30989. NTR1-U2OS beta-arrestin-GFP spot imaging, agonist mode. activation, % at 20 µM. 330,000 compounds, 0.17% hits;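 active means activation at or above 40% of the spot to cytoplasm intensity ratio, with at least 20 cells analyzed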;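 further: 0% = DMSO without peptide and 100% = 100 nM NTR1 peptide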
Target sequence (P30989 whole entry, looked up): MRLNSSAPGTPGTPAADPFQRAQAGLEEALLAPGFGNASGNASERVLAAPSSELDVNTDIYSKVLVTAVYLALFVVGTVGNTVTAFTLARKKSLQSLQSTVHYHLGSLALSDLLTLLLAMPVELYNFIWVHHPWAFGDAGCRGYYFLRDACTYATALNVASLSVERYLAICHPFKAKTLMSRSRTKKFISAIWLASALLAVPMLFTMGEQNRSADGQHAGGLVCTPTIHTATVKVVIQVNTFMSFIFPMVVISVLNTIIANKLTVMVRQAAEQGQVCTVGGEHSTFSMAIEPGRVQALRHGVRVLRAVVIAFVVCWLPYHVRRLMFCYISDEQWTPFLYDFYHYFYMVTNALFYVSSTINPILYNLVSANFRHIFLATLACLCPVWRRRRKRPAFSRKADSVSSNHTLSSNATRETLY
KOR beta-arrestin-1 = KOR agonists, beta-arrestin recruitment, primary screen, cell-based, luminescence, uHTS (AID 1777) | 280,000 compounds, 0.02% hits | activation, % at 10 µM; hits with a dose series show EC50 in µM | KOR beta-arrestin recruitment, luminescence; higher % means a stronger effect | Kappa-type opioid receptor (Homo sapiens); in the data active means activation above about 50%, passing the limit was not always enough; further: a part of the inactive calls stands beside numbers as strong as those of hits
TNAP activators = human TNAP enzyme activators, primary screen, biochemical, luminescent, no phosphate acceptor, uHTS (AID 1001) | Alkaline phosphatase, tissue-nonspecific isozyme (Homo sapiens) | purified TNAP, luminescent activation assay, no phosphate acceptor; higher activation fold means a stronger effect | one-dose activation fold at 20 µM; EC50 in µM for titrated hits | 200,000 compounds, 0.03% hits; in the data active means activation fold from about 3, or a potency from the dose series; inactive means the rest, 99 in 100 with activation fold below about 1.6; further: many of its hits are not listed in these tables
NOD2 inhibition = NOD2 signaling inhibitors, cell-based, luminescence, uHTS, HEK293 (AID 1566). 290,000 compounds, 0.63% hits. one-dose inhibition, % at 4 µM; EC50 in µM for titrated hits. HEK293 NOD2/NF-kB luciferase reporter, luminescence; higher % means a stronger effect; further: many of its hits are not listed in these tables
GPR55 beta-arrestin = GPR55 agonists via beta-arrestin recruitment, primary screen, imaging, U2OS cells, beta-arrestin-GFP redistribution (AID 1961); U2OS GPR55 beta-arrestin-GFP redistribution imaging; higher % means a stronger effect; one-dose activation, % at 10 µM; EC50 in µM for titrated hits; G-protein coupled receptor 55 (Homo sapiens); 290,000 compounds, 0.048% hits;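 active means activation above 40% with more than 50 cells counted in the well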;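 further: U2OS osteosarcoma cells stably expressing GPR55 and beta-arrestin-GFP; plate controls were DMSO negative control for no effect and LPI positive control for full effect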
KOR beta-arrestin-2 = KOR antagonists, beta-arrestin recruitment, cell-based, luminescence, uHTS (AID 1778); KOR beta-arrestin recruitment, luminescence, antagonist mode; higher % means a stronger effect; Kappa-type opioid receptor (Homo sapiens); one-dose inhibition, % at 10 µM; IC50 in µM for titrated hits; 290,000 compounds, 0.091% hits; further: strong numbers were not always called active
Yfh1-off respiration = enhancers of respiration in Yfh1-depleted yeast, dose response, Friedreich's ataxia, plus single-dose screen (AID 1465); S. cerevisiae Yfh1-off respiration, WST-1 reduction, 72 h; higher fold induction means a stronger effect; fold induction at 50 µM; hits with a dose series show EC50 in µM; 220,000 compounds, 0.074% hits;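 active means fold induction of absorbance versus untreated yeast above a set limit, then at least 30% activation at any dose in follow-up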;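 further: activators that raise dye reduction in frataxin-depleted yeast; strong numbers were not always called active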
CSM14.1 death rescue = rescue of cells from ER stress-induced death, primary screen, 384-well, CSM14.1, thapsigargin, ATP luminescence (AID 1222); one-dose cellular ATP content (survival), % at 20 µM; EC50 in µM for titrated hits; 190,000 tested, under 10 active; CSM14.1 thapsigargin-induced death rescue, ATP luminescence; higher % means a stronger effect;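 active means EC50 below 50 µM in the dose-response confirmation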;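 further: death triggered by thapsigargin at about 15 µM added after 2 h compound pretreatment; cell ATP read after overnight thapsigargin exposure of roughly 18 to 22 hours; normalized against plate controls of thapsigargin alone and 5% DMSO vehicle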
NTR1 agonist cell count 20 µM = also measured in NTR1 agonist; calls as there; cell count; measured here: cell count, cytotoxicity flag
* = called active by the depositor; i = inactive; / = no result given; [ ] = remark or other dose. Unless noted, no stated cut-off is given here; in the data, active means inhibition above about 50%; inactive means the rest.

The first 4 compounds, to show the layout:
#	Structure	NOD1 NF-kB reporter	NTR1 agonist	NTR1 agonist cell count 20 µM	KOR beta-arrestin-1	TNAP activators
1	CC(C)(C)OC(=O)N1CCCC1C(=O)NC(Cc1ccccc1)C(=O)O (configuration not stated)	/	-0.2	79	0.5%	1.1
2	CCn1cc(/C=N\NC(=O)c2c[nH]c3ccccc23)c(C)n1	-50%	1.4	57	2.0%	1
3	COc1ccc2c(c1OC)C(=O)OC2	34%*	-1.1	87	-3.6%	1.1
4	COc1cc(S(=O)(=O)N2CCN(C)CC2)ccc1Cl	-3%	0.5	47	6.7%	1.1

#	NOD2 inhibition	GPR55 beta-arrestin	KOR beta-arrestin-2	Yfh1-off respiration	CSM14.1 death rescue
1	2%	-0.2%	-11%	i	-3.5%
2	-21%	0.5%	11%	i	-3.2%
3	4%	-0.2%	-6%	i	0.0%
4	16%	0.1%	15%	i	-0.8%

All compounds of this part, repeating the preview:
#	Structure	NOD1 NF-kB reporter	NTR1 agonist	NTR1 agonist cell count 20 µM	KOR beta-arrestin-1	TNAP activators
1	CC(C)(C)OC(=O)N1CCCC1C(=O)NC(Cc1ccccc1)C(=O)O (configuration not stated)	/	-0.2	79	0.5%	1.1
2	CCn1cc(/C=N\NC(=O)c2c[nH]c3ccccc23)c(C)n1	-50%	1.4	57	2.0%	1
3	COc1ccc2c(c1OC)C(=O)OC2	34%*	-1.1	87	-3.6%	1.1
4	COc1cc(S(=O)(=O)N2CCN(C)CC2)ccc1Cl	-3%	0.5	47	6.7%	1.1
5	CCC(C)c1ccc(OCC(=O)Nc2ccc3[nH]c(=O)[nH]c3c2)cc1 (configuration not stated)	-14%	0.7	67	-4.1%	1.2
6	O=C(CCNC(=O)c1ccc([N+](=O)[O-])cc1)NNC(=O)c1ccncc1	-16%	-1.3	42	-3.1%	/
7	Cc1ccccc1CN(c1ccc(C(=O)N2CCCC2)cc1)S(C)(=O)=O	4%	-0.6	45	0.3%	1
8	O=S(=O)(Nc1ccccc1Cl)c1cc(NC(=S)NCCN2CCOCC2)ccc1Cl	-8%	-2.4	44	2.1%	/
9	COc1ccc(N2C(=O)CC(SCc3ccc(Cl)cc3)C2=O)cc1 (configuration not stated)	0%	0.2	48	6.2%	/
10	NC(=O)c1nnn(-c2cccc(C(F)(F)F)c2)c1-c1ccccc1	-2%	0.0	53	5.2%	/
11	COc1ccc(-n2c(SC)nnc2-c2c[nH]c3ccccc23)cc1	4%	-1.4	70	-2.4%	1.2
12	CC(c1n[nH]c(=S)n1Cc1ccccc1)N(C)C (configuration not stated)	-15%	0.8	48	2.9%	0.9

#	NOD2 inhibition	GPR55 beta-arrestin	KOR beta-arrestin-2	Yfh1-off respiration	CSM14.1 death rescue
1	2%	-0.2%	-11%	i	-3.5%
2	-21%	0.5%	11%	i	-3.2%
3	4%	-0.2%	-6%	i	0.0%
4	16%	0.1%	15%	i	-0.8%
5	18%	0.3%	-6%	i	-1.8%
6	15%	-0.1%	13%	/	/
7	15%	0.2%	11%	i	-2.4%
8	5%	0.1%	-1%	/	/
9	5%	-0.2%	10%	i	/
10	1%	0.0%	-18%	i	/
11	4%	-0.2%	-9%	i	-1.5%
12	0%	0.7%	-13%	i	-0.6%

(listing goes on)
#	Structure	NOD1 NF-kB reporter	NTR1 agonist	NTR1 agonist cell count 20 µM	KOR beta-arrestin-1	TNAP activators
13	CCOC(=O)C1CCCN(C(=O)c2ccc(CNS(=O)(=O)c3ccc(C)cc3)cc2)C1 (configuration not stated)	-24%	1.3	52	4.1%	1.1
14	CC1(C)SC(=S)N(c2ccccc2)C1/[N+]([O-])=C/c1cccc([N+](=O)[O-])c1 (configuration not stated)	-2%	1.6	52	0.8%	/
15	C#CCOCCOCCOCCNc1nc(N2CCN(C(=O)Cn3cc(CCCN=C(N)N)nn3)CC2)nc(N2CCN(C(=O)Cn3cc(CCCN=C(N)N)nn3)CC2)n1	-49%	/	/	0.3%	1.2
16	CC(C(=O)NC1CCCC1)N(C(=O)CS(=O)CC(=O)Nc1ccc(F)cc1)c1ccc2c(c1)OCCO2 (configuration not stated)	14%	1.0	42	17%	1.1
17	CCOc1cc(N2CCOCC2)c(OCC)cc1NC(=O)CN1CCN(Cc2ccc3c(c2)OCO3)CC1	-24%	-1.0	54	-2.4%	1.1
18	N#Cc1c(NC(=O)Cn2cnc3ccccc3c2=O)oc(-c2ccccc2)c1-c1ccccc1	-10%	-1.2	69	-3.5%	1.1
19	COc1nccc(C(F)(F)F)c1C(=O)NC(=O)Nc1c(C)cccc1C	-3%	1.9	65	-0.7%	/
20	Cc1ccc(NC(=O)C[n+]2ccn(C3=C([O-])c4ccccc4C3=O)c2)cc1	-39%	-1.4	82	1.1%	1.1
21	CC1CCCCN1CC(=O)Nc1ccccc1Sc1ccccc1 (configuration not stated)	-22%	5.7	75	-1.6%	1
22	COc1ccc2c(c1)C(C)CC(C)(C)N2C(=O)NC1CCCCC1 (configuration not stated)	-9%	0.0	95	-0.7%	1
23	NC(=O)c1nsc(C(=O)N(c2cccc(F)c2)C(C(=O)NCC2CCCO2)c2c[nH]c3ccccc23)c1N (configuration not stated)	-24%	-1.8	38	-1.6%	/
24	CCCSc1nc2c(cnn2-c2ccc(F)cc2)c(=O)[nH]1	8%	2.0	84	-6.3%	1.1

#	NOD2 inhibition	GPR55 beta-arrestin	KOR beta-arrestin-2	Yfh1-off respiration	CSM14.1 death rescue
13	4%	0.9%	2%	i	-5.0%
14	-4%	-0.1%	-1%	i	/
15	-5%	0.2%	-32%	/	-1.0%
16	2%	0.0%	-22%	i	-0.3%
17	18%	0.2%	4%[20 µM]	i	1.3%
18	-4%	-0.1%	-11%	i	/
19	6%	0.2%	11%	i	/
20	14%	-0.3%	13%	i	-0.6%
21	10%	0.2%	2%	i	3.8%
22	-5%	-0.1%	34%	i	-2.3%
23	25%	-0.3%	-11%	/	/
24	10%	-0.3%	-20%	i	/

The list goes on:
#	Structure	NOD1 NF-kB reporter	NTR1 agonist	NTR1 agonist cell count 20 µM	KOR beta-arrestin-1	TNAP activators
25	COc1cc(C2SCC(=O)N2c2nnc(C34CC5CC(CC(C5)C3)C4)s2)cc(OC)c1OC (configuration not stated)	-18%	0.8	45	-1.2%	1.1
26	COc1cc(/C=N/NC(=O)c2nc(-c3ccccc3)n(-c3ccccc3)n2)ccc1O	-8%	-1.3	73	0.2%	1.1
27	CCCOc1ccc(C(=O)CCNc2ccc(C)c(Cl)c2)cc1	11%	0.8	47	0.6%	1.1
28	COc1ccc2nc(-n3c(O)c(C4=c5ccccc5=NC4=O)[nH]c3=S)sc2c1	93%*	/	/	-6.1%	0.5
29	O=C(Cc1ccc([N+](=O)[O-])cc1)N1CCN=C1SCc1ccccc1	-5%	5.0	39	4.0%	1.2
30	COc1cc(/C=N/N2CCN(c3ccccc3)CC2)cc(OC)c1OC(C)=O	-41%	4.3	70	-1.1%	/
31	CSc1ccccc1C(=O)NC1CC2CCC1C2 (configuration not stated)	-15%	-0.5	59	-2.4%	1.1
32	COc1ccc(N2CCN(C3CCCN(C(=O)c4cccc(C)n4)C3)CC2)cc1 (configuration not stated)	-22%	1.4	46	-2.0%	/
33	O=C(Nc1ccc([N+](=O)[O-])cc1)c1cncc(Br)c1	51%	1.9	77	-2.8%	1
34	Cc1ccccc1-c1nc(CS(=O)CC(=O)NCc2ccccc2)c(C)o1 (configuration not stated)	-2%	1.9	64	2.7%	1
35	Cc1cc(N)n(-c2ccc(S(N)(=O)=O)cc2[N+](=O)[O-])n1	-20%	-0.9	41	-0.2%	1.1
36	COc1cccc(-c2nc(CS(=O)(=O)c3ccccc3)no2)c1	-34%	-0.6	57	-2.0%	1

#	NOD2 inhibition	GPR55 beta-arrestin	KOR beta-arrestin-2	Yfh1-off respiration	CSM14.1 death rescue
25	-2%	-0.1%	-18%	i	-2.2%
26	19%	-0.3%	1%	i	2.0%
27	13%	0.2%	22%	i	-0.3%
28	-121%	-0.2%	65%	i	1.2%
29	11%	0.4%	11%	i	-3.4%
30	16%	-0.3%	-24%[20 µM]	/	/
31	-4%	-0.2%	11%	i	-1.8%
32	9%	0.2%	-14%	/	/
33	19%	0.2%	-11%[20 µM]	i	-1.0%
34	3%	-0.1%	-16%	i	3.0%
35	4%	0.0%	-1%	i	-0.5%
36	-78%	-0.1%	-33%	i	-1.9%

More records.
#	Structure	NOD1 NF-kB reporter	NTR1 agonist	NTR1 agonist cell count 20 µM	KOR beta-arrestin-1	TNAP activators
37	O=C(CCN1C(=O)C2C3CCC(C3)C2C1=O)Nc1ccc(Cl)cc1Cl (configuration not stated)	-46%	0.1	52	3.9%	/
38	COc1cccc(C(=O)Nc2ccc(N3CCN(C(=O)c4cccs4)CC3)cc2)c1	19%	0.5	37	4.1%	/
39	CC(=O)N1CC[n+]2c(-c3ccc([N+](=O)[O-])cc3)csc21	-2%	0.3	49	5.5%	/
40	COc1ccc(Oc2c(C)oc3c(CN4CCOCC4)c(O)ccc3c2=O)cc1	5%	0.1	60	1.4%	1
41	Clc1ccc(SCCOCCN2CCOCC2)cc1	-23%	0.5	48	-0.7%	/
42	Cc1ccc(C2CC(C(F)(F)F)n3nc(C(=O)NCC4CCCO4)cc3N2)cc1 (configuration not stated)	0%	0.1	99	-0.1%	1
43	COc1ccc(Cc2nnc(NC(=O)Nc3ccc(C)cc3)s2)cc1OC	-5%	-0.9	85	-4.6%	/
44	COc1ccccc1NC(=O)c1ccc(NC(=O)COC(=O)CC(NC(=O)c2ccccc2Cl)c2ccccc2)cc1 (configuration not stated)	1%	5.5	83	1.6%	1.1
45	CC1(C)CC(=O)C2=C(C1)OC1=C(C2)C(=O)CC(C)(C)C1	0%	1.1	66	-2.0%	0.9
46	O=C(Cn1ncc2c(=O)oc3ccccc3c21)NCCCN1CCCC1=O	-11%	3.5	57	-4.2%	0.9
47	CCCCCCn1c(N2CCN(c3ccccc3)CC2)nc2c1c(=O)[nH]c(=O)n2C	6%	22	50	9.3%	1.1
48	CCN(CC)CCNC(=O)C1c2cc(OC)c(OC)cc2C(=O)N2CCc3ccccc3C12 (configuration not stated)	17%	0.7	68	2.7%	1.2

#	NOD2 inhibition	GPR55 beta-arrestin	KOR beta-arrestin-2	Yfh1-off respiration	CSM14.1 death rescue
37	16%	-0.1%	-20%	/	/
38	10%	0.5%	-49%	/	/
39	-9%	-0.1%	7%	i	/
40	-8%	-2.3%	-7%	i	-0.7%
41	-21%	-0.1%	-22%	/	/
42	2%	-0.1%	-18%	i	-1.9%
43	-9%	-0.1%	4%	/	/
44	8%	0.3%	7%	i	1.1%
45	1%	0.6%	3%	i	-1.3%
46	8%	-0.1%	9%	i	/
47	13%	-0.1%	-36%	i	-4.2%
48	9%	-0.1%	-18%	/	0.7%

Screening data (PubChem BioAssay)

The list is partial; count on the stated rates, not on these rows.
